High-throughput results: PubChem, several laboratories
OPRM1-OPRD1 inv = mu-delta opioid heterodimer inverse agonism; cell-based MOR-DOR heterodimer luminescence; inhibition, % at 9.3 µM; AID 504357; P35372+P41143; 340,000 tested, 0.21% active; in the data active = inhibition above about 22%, passing the limit was not always enough;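 note: 0% = cells with DMSO and 100% = wells without cells with DMSO; values of inactives mirror those of a sister screen read the other way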
Wnt act = activators of Wnt/beta-catenin signaling; activation, % at 9.35 µM; Wnt/beta-catenin reporter cell assay, activator, plate reader; AID 743398; 300,000 tested, 1.2% active; in the data active = activation above about 30%, passing the limit was not always enough;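 note: 0% = neutral control wells and 100% = positive control wells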
Pemphigus Ab inh = human desmoglein-3 autoantibody binding inhibition. P32926. DSG3-coupled beads, scFv-anti-DSG3-GFP binding, flow cytometry; active compounds read low. binding (percent of control), % at 10 µM. 310,000 tested, 0.48% active;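 active = binding more than 3 SD below its plate's average and above zero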;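 note: hits lower antibody fragment binding to DSG3; some compounds called inactive have numbers as strong as hits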
Arr AP2 block = blocks beta-arrestin peptide binding to AP2 adaptin; FITC-arrestin peptide / GST-AP2 beads, flow cytometry; AP2 beta2 appendage carries R879A mutation; inhibition, % at 10 µM; 340,000 tested, 0.31% active;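 active = inhibition above a set limit, near 3 SD of compounds lacking own fluorescence, cut at about 54% in these data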;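 note: plate controls were DMSO wells for no effect and 5 µM unlabelled arrestin peptide for full effect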
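Material – GST-tagged AP2 beta2-adaptin appendage (R879A) on 4 µm glutathione beads · Probe or stimulus – fluorescein-tagged arrestin peptide at 50 nM final · Timing – 12 min plus 1 h, RT · Detection – bead flow cytometry, FITC channel · Read-out basis – inhibition as reduced fluorescein signal on beads, percent · Medium – PBS plus Tween 20 (0.05%) and BSA (0.1%)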
V-ATPase pHluor = yeast V-ATPase proton transport regulation by pHLuorin | S. cerevisiae, pHLuorin cytosolic pH fluorescence | response, % at 10 µM | 350,000 tested, 0.37% active; in the data active = response mostly above about 7.3%, no sharp cut-off; inactive = mostly below about 5.4%; note: actives read high; inactives centre near 0; some compounds called inactive have numbers as strong as hits; reference of the scale not given here
cardiac RTF act = increases calcium sensitivity of human cardiac regulated thin filaments. P19429+P45379. 340,000 tested, 0.24% active. IANBD-labeled TnC RTF fluorescence at EC20 calcium; 0% EC20 calcium, 100% full calcium. AID 493008. activation, % at 7.2 µM;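 active = activation above the mean over all tested compounds plus 3 SD, cut at about 30% in these data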;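 note: rise in fluorescence read as greater calcium sensitivity of cardiac thin filaments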
RTF Ca sens inh = cardiac RTF calcium desensitization; P19429+P45379; IANBD-labeled cardiac RTF, Ca2+ fluorescence; inhibition, % at 7.15 µM; 340,000 tested, 0.12% active; AID 493244;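 active = inhibition above the mean inhibition of all tested compounds plus 3 SD, cut at about 17% in these data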;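 note: assay run at fixed EC70 calcium of 1.6 mM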
LANA DNA inh = blocks KSHV LANA C-terminal domain binding to DNA | MBP-C-LANA/FAM-LBS DNA binding, fluorescence polarization | inhibition, % at 9 µM | 340,000 tested, 0.078% active;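 active = highest replicate inhibition at or above 60% at 9 µM, even if other replicates fall short; inactive = all replicates below 60% inhibition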;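 note: 0% = neutral control wells and 100% = 4 µM acridine orange control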
Keap1-Nrf2 PPI = inhibitors of human Keap1-Nrf2 protein-protein interaction | Keap1 Kelch-Nrf2 peptide fluorescence polarization, 1536-well | inhibition, % at 9.4 µM | 340,000 tested, 0.15% active | Q14145; in the data active = inhibition above about 12%;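 note: human Keap1 Kelch domain with fluorescein labeled Nrf2 9mer peptide probe; 0% = neutral control wells and 100% = peptide positive control; higher means more block of Keap1 binding to Nrf2 peptide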
Target sequence (Q14145 whole entry, looked up, the tested form may be a part): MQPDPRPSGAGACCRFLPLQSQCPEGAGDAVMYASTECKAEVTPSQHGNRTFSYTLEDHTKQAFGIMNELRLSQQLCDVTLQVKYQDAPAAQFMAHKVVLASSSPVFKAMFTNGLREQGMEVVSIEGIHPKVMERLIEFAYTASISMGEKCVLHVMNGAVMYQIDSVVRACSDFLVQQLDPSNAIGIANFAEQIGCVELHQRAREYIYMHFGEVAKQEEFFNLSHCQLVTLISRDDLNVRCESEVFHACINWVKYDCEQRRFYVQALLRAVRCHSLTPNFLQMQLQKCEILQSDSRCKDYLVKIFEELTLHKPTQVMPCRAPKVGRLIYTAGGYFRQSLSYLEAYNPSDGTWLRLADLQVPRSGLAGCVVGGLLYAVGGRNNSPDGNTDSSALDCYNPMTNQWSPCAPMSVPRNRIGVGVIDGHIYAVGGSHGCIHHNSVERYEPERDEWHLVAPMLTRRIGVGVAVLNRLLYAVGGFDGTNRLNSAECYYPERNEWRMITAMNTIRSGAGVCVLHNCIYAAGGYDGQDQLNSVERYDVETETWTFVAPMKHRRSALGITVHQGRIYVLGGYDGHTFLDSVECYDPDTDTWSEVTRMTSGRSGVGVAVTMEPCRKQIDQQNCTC
OPRM1-OPRD1 ag = OPRM1-OPRD1 heterodimerization agonism; activation, % at 9.3 µM; P35372+P41143; cells, luminescence; 340,000 tested, 0.3% active; in the data active = activation above about 18%;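 note: 0% = vehicle-treated cells and 100% = reference agonist; values of inactives mirror those of a sister screen read the other way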
* hit, by the source's call. Hits appear at their usual frequency. Share with any hit: about 3.1%.

CN(C)S(=O)(=O)N1CCN(S(=O)(=O)N(C)C)CC1 was read as OPRM1-OPRD1 inv 9, Wnt act -3, Pemphigus Ab inh 105, Arr AP2 block 0, V-ATPase pHluor -8, cardiac RTF act -6, RTF Ca sens inh 1, LANA DNA inh -0.1, Keap1-Nrf2 PPI -4 and OPRM1-OPRD1 ag -1.6.
For Cc1ccc(S(=O)(=O)N2CCOCC2)cc1NC(=O)COC(=O)C1=COCCO1 the results were OPRM1-OPRD1 inv 15, Wnt act 1, Pemphigus Ab inh 106, Arr AP2 block 4, V-ATPase pHluor -2, cardiac RTF act -2, RTF Ca sens inh -4, LANA DNA inh -0.4, Keap1-Nrf2 PPI 2 and OPRM1-OPRD1 ag -2.8.
`O=C(CCc1ccccc1)Nc1ccc(NC(=O)C2CCCCC2)nc1` gave OPRM1-OPRD1 inv -8, Wnt act -4, Pemphigus Ab inh 105, Arr AP2 block -2, V-ATPase pHluor 0, cardiac RTF act -10, RTF Ca sens inh 1, LANA DNA inh 0.8, Keap1-Nrf2 PPI -4 and OPRM1-OPRD1 ag 1.1.
For Cc1ccc(S(=O)(=O)NCC(=O)NCC2COc3ccccc3O2)cc1C (stereo not drawn) the results were OPRM1-OPRD1 inv 12, Wnt act -3, Pemphigus Ab inh 91, Arr AP2 block -11, V-ATPase pHluor -2, cardiac RTF act -5, RTF Ca sens inh 1, LANA DNA inh -0.7, Keap1-Nrf2 PPI -5 and OPRM1-OPRD1 ag -2.8.
`COc1ccc(S(=O)(=O)N(C)CC(=O)NCc2cccnc2)cc1` gave OPRM1-OPRD1 inv 5, Wnt act 0, Pemphigus Ab inh 77, Arr AP2 block -7, V-ATPase pHluor 1, cardiac RTF act 1, RTF Ca sens inh -10, LANA DNA inh 0.3, Keap1-Nrf2 PPI 3 and OPRM1-OPRD1 ag -0.9.
O=C(CSc1nnc(Cc2ccccc2)o1)Nc1ccc(Br)cn1 was read as OPRM1-OPRD1 inv 6, Wnt act 2, Pemphigus Ab inh 95, Arr AP2 block 9, V-ATPase pHluor 2, cardiac RTF act 2, RTF Ca sens inh -5, LANA DNA inh -0.4, Keap1-Nrf2 PPI 1 and OPRM1-OPRD1 ag -1.2.
Screening CC1CCN(C2CCN(S(=O)(=O)c3ccc(F)cc3)CC2)CC1 returned OPRM1-OPRD1 inv 12, Pemphigus Ab inh 112, Arr AP2 block 12, V-ATPase pHluor 1, cardiac RTF act 2, RTF Ca sens inh -8, LANA DNA inh -0.5, Keap1-Nrf2 PPI -1 and OPRM1-OPRD1 ag -2.4.
Screening Cc1ccc(CCC2C3=C(CCCC3=O)OC3=C2C(=O)CCC3)cc1 returned OPRM1-OPRD1 inv -11, Pemphigus Ab inh 105, Arr AP2 block 0, V-ATPase pHluor -1, cardiac RTF act 4, RTF Ca sens inh -3, LANA DNA inh -0.1, Keap1-Nrf2 PPI -1 and OPRM1-OPRD1 ag 1.9.
For CC1CCCCC1NC(=O)CCCc1nc2ccccc2c(=O)[nH]1 (stereo not drawn) the results were OPRM1-OPRD1 inv 8, Wnt act -4, Pemphigus Ab inh 99, Arr AP2 block -2, V-ATPase pHluor 0, cardiac RTF act 0, RTF Ca sens inh -6, LANA DNA inh 0.5, Keap1-Nrf2 PPI -1 and OPRM1-OPRD1 ag -1.6.
For CC1(C)C(O)=C(c2nc3ccccc3[nH]2)C(=N)N1c1ccccc1 the results were OPRM1-OPRD1 inv 11, Pemphigus Ab inh 98, Arr AP2 block 2, V-ATPase pHluor -7, cardiac RTF act 3, RTF Ca sens inh -14, LANA DNA inh 1.0, Keap1-Nrf2 PPI -4 and OPRM1-OPRD1 ag -2.2.
`O=C(COC(=O)CN1C(=O)c2cccc([N+](=O)[O-])c2C1=O)NC1CCS(=O)(=O)C1` (stereo not drawn) gave OPRM1-OPRD1 inv 15, Wnt act -2, Pemphigus Ab inh 91, Arr AP2 block 13, V-ATPase pHluor -3, cardiac RTF act 0, RTF Ca sens inh 5, LANA DNA inh -0.6, Keap1-Nrf2 PPI 1 and OPRM1-OPRD1 ag -2.8.
Cc1ccc(-c2[nH]c(-c3ccc(Cl)cc3)nc2SCC(=O)NCC2CCCO2)cc1 (stereo not drawn) was read as OPRM1-OPRD1 inv -8, Wnt act -3, Pemphigus Ab inh 97, Arr AP2 block -8, V-ATPase pHluor 0, cardiac RTF act 1, RTF Ca sens inh -5, LANA DNA inh -0.1, Keap1-Nrf2 PPI 2 and OPRM1-OPRD1 ag 1.4.
Screening Cc1noc(C)c1CSc1nc2ccccc2[nH]1 returned OPRM1-OPRD1 inv 5, Wnt act -2, Pemphigus Ab inh 92, Arr AP2 block 15, V-ATPase pHluor 8, cardiac RTF act -2, RTF Ca sens inh -12, LANA DNA inh 0.1, Keap1-Nrf2 PPI 0 and OPRM1-OPRD1 ag -1.2.
Cc1cc(C(=O)NC2CC2)c2ccccc2n1 was read as OPRM1-OPRD1 inv 14, Wnt act -1, Pemphigus Ab inh 96, Arr AP2 block -5, V-ATPase pHluor -1, cardiac RTF act 6, RTF Ca sens inh -12, LANA DNA inh -2.2, Keap1-Nrf2 PPI -2 and OPRM1-OPRD1 ag -3.0.
CCN(C(=O)c1cccc(NC(=O)c2ccccc2)c1)C1CCCCC1 was read as OPRM1-OPRD1 inv 14, Wnt act 0, Pemphigus Ab inh 100, Arr AP2 block -11, V-ATPase pHluor 2, cardiac RTF act 1, RTF Ca sens inh 2, LANA DNA inh 0.4, Keap1-Nrf2 PPI -1 and OPRM1-OPRD1 ag -2.8.
`CC(=O)c1ccc(N2CCN(C(=O)c3ccc4ccccc4n3)CC2)cc1` gave OPRM1-OPRD1 inv 12, Wnt act -3, Pemphigus Ab inh 100, Arr AP2 block -9, V-ATPase pHluor -2, cardiac RTF act 2, RTF Ca sens inh 1, LANA DNA inh 2.4, Keap1-Nrf2 PPI -3 and OPRM1-OPRD1 ag -2.4.
Screening O=C(C1CCC1)N1CCN(c2cccc(C(F)(F)F)c2)CC1 returned OPRM1-OPRD1 inv -9, Wnt act -2, Pemphigus Ab inh 88, Arr AP2 block 16, V-ATPase pHluor 0, cardiac RTF act -5, RTF Ca sens inh -15, LANA DNA inh -0.7, Keap1-Nrf2 PPI -2 and OPRM1-OPRD1 ag 1.9.
Cc1nn2cc(-c3cccc(Cl)c3)cnc2c1Cl was read as OPRM1-OPRD1 inv -19, Wnt act -1, Pemphigus Ab inh 94, Arr AP2 block -23, V-ATPase pHluor 0, cardiac RTF act -4, RTF Ca sens inh -13, LANA DNA inh -2.4, Keap1-Nrf2 PPI 1 and OPRM1-OPRD1 ag 4.0.
Screening COc1ccc(-n2nc(C(=O)NCC(=O)N3CC(C)CC(C)C3)c3ccccc3c2=O)cc1 (stereo not drawn) returned OPRM1-OPRD1 inv -5, Wnt act -4, Pemphigus Ab inh 114, Arr AP2 block 29, V-ATPase pHluor 4, cardiac RTF act -2, RTF Ca sens inh -3, LANA DNA inh -0.6, Keap1-Nrf2 PPI 2 and OPRM1-OPRD1 ag 0.6.
For CC(=O)c1cccc(CN2CCc3ccc(NC(=O)C4CCCO4)cc3C2)c1 (stereo not drawn) the results were OPRM1-OPRD1 inv 6, Wnt act 0, Pemphigus Ab inh 104, Arr AP2 block 12, V-ATPase pHluor -6, cardiac RTF act -1, RTF Ca sens inh -10, LANA DNA inh 0.2, Keap1-Nrf2 PPI -6 and OPRM1-OPRD1 ag -1.2.

Next section (2 carried over from the part before).
Screening COc1ccc(-n2nc(C(=O)NCC(=O)N3CC(C)CC(C)C3)c3ccccc3c2=O)cc1 (stereo not drawn) returned OPRM1-OPRD1 inv -5, Wnt act -4, Pemphigus Ab inh 114, Arr AP2 block 29, V-ATPase pHluor 4, cardiac RTF act -2, RTF Ca sens inh -3, LANA DNA inh -0.6, Keap1-Nrf2 PPI 2 and OPRM1-OPRD1 ag 0.6.
For CC(=O)c1cccc(CN2CCc3ccc(NC(=O)C4CCCO4)cc3C2)c1 (stereo not drawn) the results were OPRM1-OPRD1 inv 6, Wnt act 0, Pemphigus Ab inh 104, Arr AP2 block 12, V-ATPase pHluor -6, cardiac RTF act -1, RTF Ca sens inh -10, LANA DNA inh 0.2, Keap1-Nrf2 PPI -6 and OPRM1-OPRD1 ag -1.2.
Screening Cc1ccccc1C(=O)Nc1ccccc1C(=O)N/N=C\c1ccco1 returned OPRM1-OPRD1 inv -10, Pemphigus Ab inh 75, Arr AP2 block -11, V-ATPase pHluor 1, cardiac RTF act 2, RTF Ca sens inh -12, LANA DNA inh -1.9, Keap1-Nrf2 PPI -7 and OPRM1-OPRD1 ag 1.9.
`CCc1cc(C(=O)N2CCCC(CCC(=O)N3CCN(c4ccccn4)CC3)C2)no1` (stereo not drawn) gave OPRM1-OPRD1 inv 11, Pemphigus Ab inh 108, Arr AP2 block 7, V-ATPase pHluor -1, cardiac RTF act 6, RTF Ca sens inh -6, LANA DNA inh -1.2, Keap1-Nrf2 PPI -2 and OPRM1-OPRD1 ag -2.2.
Nc1[nH]ncc1N=Nc1ccc(Cl)cc1 was read as OPRM1-OPRD1 inv 7, Pemphigus Ab inh 98, Arr AP2 block 2, V-ATPase pHluor 0, cardiac RTF act 3, RTF Ca sens inh -10, LANA DNA inh -1.4, Keap1-Nrf2 PPI -2 and OPRM1-OPRD1 ag -1.2.
Screening CCOc1cc(C)nc(N2CCN(C3CCCCC3)CC2)n1 returned OPRM1-OPRD1 inv -7, Wnt act -6, Pemphigus Ab inh 102, Arr AP2 block -8, V-ATPase pHluor -4, cardiac RTF act 3, RTF Ca sens inh -8, LANA DNA inh 0.2, Keap1-Nrf2 PPI 2 and OPRM1-OPRD1 ag 1.2.
Screening O=C(COC(=O)/C=C/c1ccc(OC(F)F)cc1)NCCN1C(=O)CSC1=O returned OPRM1-OPRD1 inv 8, Wnt act -2, Pemphigus Ab inh 108, Arr AP2 block 10, V-ATPase pHluor -2, cardiac RTF act 0, RTF Ca sens inh 3, LANA DNA inh 1.9, Keap1-Nrf2 PPI 0 and OPRM1-OPRD1 ag -1.8.
For COc1ccc(CCNC(=O)CC2SC(=NCCc3ccccc3)NC2=O)cc1OC (stereo not drawn) the results were OPRM1-OPRD1 inv 11, Wnt act 0, Pemphigus Ab inh 86, Arr AP2 block 11, V-ATPase pHluor 2, cardiac RTF act -3, RTF Ca sens inh 8, LANA DNA inh -0.1, Keap1-Nrf2 PPI 1 and OPRM1-OPRD1 ag -2.2.
CCOC(=O)C1(CCOc2ccccc2)CCN(Cc2cnc(SC)nc2)CC1 was read as OPRM1-OPRD1 inv -155, Wnt act -2, Pemphigus Ab inh 103, Arr AP2 block -4, V-ATPase pHluor 4, cardiac RTF act 5, RTF Ca sens inh 1, LANA DNA inh 0.8, Keap1-Nrf2 PPI -4 and OPRM1-OPRD1 ag 32*.
Screening CCOC(=O)c1c(C)[nH]c(C(=O)CC(=O)OC)c1C returned OPRM1-OPRD1 inv 12, Wnt act -2, Pemphigus Ab inh 105, Arr AP2 block 5, V-ATPase pHluor 4, cardiac RTF act -5, RTF Ca sens inh -13, LANA DNA inh 0.7, Keap1-Nrf2 PPI 2 and OPRM1-OPRD1 ag -1.7.
